CSM14.1 death rescue: rescue of cells from ER stress-induced death, primary screen, 384-well, CSM14.1, thapsigargin, ATP luminescence (AID 1222) | one-dose cellular ATP content (survival), % at 20 µM; EC50 in µM for titrated hits | CSM14.1 thapsigargin-induced death rescue, ATP luminescence; higher % means a stronger effect | 190,000 tested, under 10 active;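 active means EC50 below 50 µM in the dose-response confirmation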;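 further: death triggered by thapsigargin at about 15 µM added after 2 h compound pretreatment; cell ATP read after overnight thapsigargin exposure of roughly 18 to 22 hours; normalized against plate controls of thapsigargin alone and 5% DMSO vehicle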
human PMI inhibition: MPI enzyme activity inhibition – biochemical, fluorescence intensity, coupled assay, primary screen (AID 1209); purified PMI enzyme, coupled fluorescence intensity; higher % means a stronger effect; inhibition, % at 20 µM, or IC50 in µM where a hit was titrated; actives 0.42% (n = 190,000);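 further: plate controls were DMSO vehicle for no effect and wells lacking substrate for full effect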
P. falciparum M1AAP: P. falciparum M1AAP inhibitors, biochemical, fluorogenic H-Leu-NHMec substrate, 1536-well (AID 1445). one-dose inhibition, % at 30 µM; IC50 in µM for titrated hits. recombinant M1AAP, H-Leu-NHMec fluorogenic kinetic assay; higher % means a stronger effect. actives 0.42% (n = 220,000);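 active means primary inhibition above the hit cutoff, then over 50% inhibition at one or more dose response concentrations, cut at about 23% in these data, passing the limit was not always enough; inconclusive means conflicting primary data, or primary hits not chosen for dose response; inactive means low primary inhibition, or under 50% at every dose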;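 further: plate controls were DMSO full reaction for no effect and no enzyme background for full effect; strong numbers were not always called active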
TNAP activators: human TNAP enzyme activators, primary screen, biochemical, luminescent, no phosphate acceptor, uHTS (AID 1001); purified TNAP, luminescent activation assay, no phosphate acceptor; higher activation fold means a stronger effect; activation fold at 20 µM, or EC50 in µM where a hit was titrated; actives 0.03% (n = 200,000); in the data active means activation fold from about 3, or a potency from the dose series; inactive means the rest, 99 in 100 with activation fold below about 1.6; further: many of its hits are not listed in these tables
LYP inhibition: inhibitors of LYP phosphatase, biochemical, fluorescence intensity, uHTS (AID 1779); recombinant LYP phosphatase, fluorescence intensity; higher % means a stronger effect; one-dose inhibition, % at 11.5 µM; IC50 in µM for titrated hits; actives 0.054% (n = 290,000);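 further: plate controls were vehicle with enzyme for no effect and no enzyme for full effect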
human PMI inhibitors: MPI inhibition at elevated mannose 6-phosphate – biochemical, fluorescence intensity, high mannose 6-phosphate, primary screen (AID 1220); inhibition, % at 20 µM, or IC50 in µM where a hit was titrated; actives 0.66% (n = 190,000); recombinant PMI enzyme, coupled fluorescence intensity; higher % means a stronger effect
Myeloid diff MLP: myeloid differentiation induction; ER-HoxA9 myeloid progenitors, lysozyme-GFP differentiation, flow cytometry; calls only at 10 µM; actives 1% (n = 360,000); AID 624256;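 active means normalized GFP-positive differentiation at or above the plate's own cutoff, the solvent-only control mean plus 3 SD; inconclusive means no clear call, values can overlap the other calls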;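 further: cells exposed to compound for four days before flow analysis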
M17LAP inhibition: P. falciparum M17LAP inhibitors, primary screen, biochemical, fluorogenic H-Leu-NHMec substrate, 1536-well (AID 1619); recombinant M17LAP, H-Leu-NHMec fluorogenic kinetic assay; higher % means a stronger effect; actives 0.38% (n = 220,000); one-dose inhibition, % at 30 µM; IC50 in µM for titrated hits;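 active means compound inhibiting the enzyme by more than half at any dose during confirmatory dose-response retesting; inconclusive means strong single-dose inhibitors picked by rank but not retested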;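 further: plate controls were full reaction with DMSO carrier for no effect and no enzyme background for full effect; strong numbers were not always called active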
XIAP antagonists: small molecules displacing peptide from XIAP – biochemical, IAP family, fluorescence polarization (AID 1018). XIAP BIR domain, fluorescence polarization peptide displacement; higher % means a stronger effect. one-dose displacement, % at 20 µM; IC50 in µM for titrated hits. actives 0.007% (n = 200,000); in the data active means displacement above about 50%; further: a part of the inactive calls stands beside numbers as strong as those of hits
Myeloid diff MLP GFP+ MAC1+ %: further read-out of Myeloid diff MLP, marked with its call; GFP+ MAC1+ double positive, %; measured here: differentiation confirmed by MAC1 staining
Active calls of the source: *; i = inactive; ? = inconclusive; . = no result given. Unless noted, no stated cut-off is given here; in the data, active means inhibition above about 50%; inactive means the rest.

mol	CSM14.1 death rescue	human PMI inhibition	P. falciparum M1AAP	TNAP activators	LYP inhibition	human PMI inhibitors	Myeloid diff MLP	Myeloid diff MLP GFP+ MAC1+ %	M17LAP inhibition	XIAP antagonists
CCCCNC(=O)c1ccc(CNS(=O)(=O)c2ccc(Br)cc2)cc1	-0.9%	1%	6%	1.1	5%	4%	i	0.9	4%	-0.3%
CCNC(=O)NC(=O)C(C)OC(=O)C1CCN(S(=O)(=O)c2ccccc2F)CC1 (stereo not drawn)	5.0%	12%	2%	1.1	-2%	0%	i	1.0	0%	-2.0%
O=C1OC(c2ccc(O)cc2)(c2ccc(O)cc2)c2ccccc21	-0.6%	7%	-4%	0.9	-7%	9%	i	2.5	-1%	38%
C/C=C(/C)C(=O)Nc1cccc(C2=NOC3(C2)C[C@H](C(N)=O)N(C(=O)c2ccccc2)C3)c1 (stereo partly drawn)	.	.	-2%	.	-12%	.	i	1.7	3%	.
O=C(O)CSc1nc2ccccc2[nH]1	-1.1%	-6%	2%	1.1	-5%	-10%	i	0.6	-2%	-4.0%
CCOC(=O)CSC1=N/C(=C\c2cccnc2)C(=O)N1c1ccc(OC)cc1	4.8%	11%	6%	1	-3%	-1%	i	0.7	-30%	-4.1%
Cc1ccc(CN2CCN(Cc3ccc4cc(F)ccc4n3)CC2CCO)o1 (stereo not drawn)	-0.8%	20%	1%	1.1	-10%	29%	i	0.5	0%	-8.8%
COc1cc(OC)c2ccc(=O)oc2c1C(CCN1CCCC1)c1ccc2c(c1)OCO2 (stereo not drawn)	.	.	-7%	.	-14%	.	i	0.4	-1%	.
CCCCCNS(=O)(=O)c1cc(C)ccc1OC	-7.9%	-12%	-6%	0.9	2%	2%	i	1.3	-12%	-9.6%
COc1cc(CNCc2ccccn2)ccc1OCc1ccc(Cl)cc1	-1.1%	-10%	0%	1.1	-3%	-13%	i	0.7	13%	-2.4%
CCOC(=O)c1c(C)[nH]c(C)c1C(=O)CSc1ncccn1	3.9%	3%	-15%	1.1	0%	8%	i	1.0	-3%	-6.2%
COc1cccc(NC(=O)CSc2nccn2-c2cccc(OC)c2)c1	-0.9%	12%	-1%	1.1	1%	-1%	i	1.5	-1%	-5.5%
CCCCCN1C2=NCCN2c2ccccc21	-2.8%	2%	-6%	1	-4%	6%	i	0.9	-12%	-0.3%
COc1ccc(OC)c(Nc2nc(-c3cccs3)cs2)c1	-0.7%	10%	0%	1.1	-3%	0%	i	4.2	11%	-0.6%
CNC(=S)N1N=C(c2ccc(C)cc2)CC1c1cc(OC)ccc1OC (stereo not drawn)	1.3%	4%	2%	1	3%	2%	i	0.4	-4%	-3.4%
C=CCNC(=O)c1onc(CSc2cccc(OC)c2)c1C(=O)NCC=C	.	.	12%	.	-6%	.	i	3.0	-6%	.
COc1cccc(OC)c1C(=O)Nc1cccc(C(C)=O)c1	0.9%	-16%	2%	1	-2%	-18%	i	0.7	-8%	-5.1%
O=C(CCCCCNC(=O)c1ccccc1)N/N=C/c1ccc(O)cc1O	1.0%	2%	11%	1.7	-2%	-20%	i	1.8	6%	-4.3%
Cc1ccc(C(=O)CSc2nc(C)cc(SCc3nnc(-c4ccccc4)o3)n2)cc1	-0.1%	12%	-5%	1.1	2%	7%	i	0.6	-3%	-1.2%
O=C(NCCCn1ccnc1)C(=O)NCC1OCCCN1S(=O)(=O)c1ccc(Cl)cc1 (stereo not drawn)	0.0%	-1%	4%	1.1	-7%	-1%	i	0.1	-9%	-10%
COc1ccc(-n2c(N)c(C(=O)NCc3ccco3)c3nc4ccccc4nc32)cc1	-0.6%	11%	11%	1.1	-15%	45%	?	.	-26%	-4.6%
CCCCCCCNC(=O)C1CC(=O)N(C)C(=Nc2ccc(OC)cc2)S1 (stereo not drawn)	-0.8%	-4%	-1%	1	10%	-5%	i	0.2	12%	-8.2%
CCCCCC(=O)N/N=C(\C)c1ccc(NC(=O)c2ccco2)cc1	-1.2%	4%	4%	1.1	-6%	2%	i	0.6	13%	-7.6%
CC(=O)Nc1nc(COc2ccc3ccccc3c2)cs1	1.1%	4%	1%	1	-4%	-2%	i	0.6	-5%	-2.1%
CCOC(=O)Cc1cc(=O)c2c(=O)n(-c3ccccc3)[nH]c2[nH]1	1.6%	0%	16%	1.1	-6%	14%	i	2.5	39%	-3.5%
CSc1nnc(CCCCCCCCc2nnc(SC)o2)o1	.	.	2%	.	-5%	.	i	0.5	-1%	.
OCC1(CCc2ccccc2)CCN(Cc2cccn2-c2cccnc2)CC1	0.5%	5%	2%	1	1%	5%	i	0.2	-10%	-36%
COCCCNC(=O)CN1CCN(Cc2ccccc2Cl)C1=O	-1.1%	-2%	0%	1.1	-5%	-7%	i	2.5	5%	-5.5%
CCC(C)N(C(=O)COC(=O)CNC(=O)c1ccccc1F)C1CCS(=O)(=O)C1 (stereo not drawn)	-3.5%	-8%	3%	1.1	-10%	-2%	i	0.0	9%	-3.9%
Cn1cnc(S(=O)(=O)Nc2ccc(OC(F)F)cc2)c1	.	.	1%	.	-8%	.	i	0.8	0%	.
O=C(CSc1ncn[nH]1)Nc1ccc2c(c1)CCC2	-1.3%	2%	13%	1.1	-6%	-2%	i	1.0	22µM*	-1.1%
CCn1cc(C(=O)Nc2ccc(F)c(F)c2)cn1	-2.8%	-6%	0%	1.1	0%	-1%	i	0.9	-16%	-9.0%
COc1ccc(CC(=O)NCCN2CCCC2)cc1	6.9%	-5%	4%	1.1	-3%	-7%	i	3.8	1%	-3.1%
Cc1ccc(-c2nc(-c3nccc4ccccc34)oc2-c2ccccc2)cc1	.	.	12%	.	-3%	.	i	0.5	14%	.
Brc1ccc(-c2csc(Nc3nc(-c4ccc(Br)cc4)cs3)n2)cc1	.	.	3%	.	0%	.	i	0.2	7%	.
COC(=O)c1nnn(-c2nonc2N)c1-c1cccs1	3.6%	-1%	-1%	1	0%	-1%	i	0.3	6%	-3.1%
Cc1ccc(N(Cc2cc3cc(C)ccc3[nH]c2=O)C(=O)c2cccs2)cc1	0.4%	9%	9%	1	1%	-1%	i	0.4	0%	-7.2%
CCc1c(C)nc2ncnn2c1N1CCC(C(=O)NCc2cccs2)CC1	0.0%	.	4%	1.1	-4%	.	i	0.2	7%	-1.1%
Cc1ccccc1OCC(=O)Nc1ccc(N2CCN(S(C)(=O)=O)CC2)cc1	-1.7%	-7%	1%	1	1%	-12%	i	0.0	-7%	-0.7%
COC(=O)c1ccc(CSc2nnc(-c3c[nH]c4ccccc34)n2-c2ccccc2)cc1	-0.9%	17%	7%	1.1	3%	5%	i	0.8	-2%	-11%
Cc1nn(CCCC(=O)NCCc2ccccc2)c(C)c1[N+](=O)[O-]	0.3%	-6%	-2%	1.1	2%	-10%	i	0.8	-8%	-1.9%
CC(C)(C)NC(=O)c1cc(-c2ccccc2)n[nH]1	1.7%	70%*	0%	0.1	-8%	-5%	i	0.6	-10%	-5.6%
CC(C#N)Sc1nc2ccccc2c(=O)n1-c1ccccc1 (stereo not drawn)	0.0%	-7%	5%	1.1	-3%	-5%	i	1.6	3%	0.4%
O=C(COc1ccccc1)N1CCN=C1c1ccccc1	-0.9%	3%	-5%	1.1	-6%	2%	i	0.9	10%	-5.2%
O=S(CCc1ccncc1)Cc1ccccc1 (stereo not drawn)	-2.2%	3%	-2%	1.1	-12%	-2%	i	1.8	-5%	-3.0%
COc1cccc(/C=C/C(=O)NCc2ccc(S(N)(=O)=O)cc2)c1	.	.	6%	.	-17%	.	i	0.4	7%	.
COc1cc(C(=O)Nc2ccc3c(c2)Cc2cc(NC(=O)c4cc(OC)c(OC)c(OC)c4)ccc2-3)cc(OC)c1OC	-2.6%	11%	6%	1.1	-1%	9%	i	1.2	7%	1.4%
Cc1ccc(CNC(=O)/C=C/C(=O)O)cc1	-1.1%	-28%	-4%	1	-16%	-23%	i	0.4	7%	-2.6%
O=C(C1=NN(c2ccccc2)C2C(=O)N(c3ccccc3Cl)C(=O)C12)c1ccccc1 (stereo not drawn)	-1.5%	9%	3%	1.1	-1%	3%	i	0.9	-10%	-3.6%
COc1cc(/C=N/n2nnnc2N)ccc1OCc1c(C)no[n+]1[O-]	0.5%	0%	7%	1	-3%	1%	i	0.4	11%	-1.7%

New compounds follow
mol	CSM14.1 death rescue	human PMI inhibition	P. falciparum M1AAP	TNAP activators	LYP inhibition	human PMI inhibitors	Myeloid diff MLP	Myeloid diff MLP GFP+ MAC1+ %	M17LAP inhibition	XIAP antagonists
CCn1ncc(C(=O)Nc2ccccc2C)c1C	-0.7%	2%	3%	1.1	-5%	3%	i	1.0	-6%	-7.6%
O=C(N/N=C/C(Cl)=C/c1ccc([N+](=O)[O-])cc1)C(=O)Nc1ccccc1C(=O)O	.	.	16%	.	3%	.	i	0.2	21%	.
CCS(=O)(=O)N1CCC(C(=O)NC2CCCCC2)CC1	.	3%	1%	1.2	-3%	4%	i	3.2	11%	-4.0%
CC(C)(C)n1nc2c(c1NC(=O)COc1ccccc1F)CS(=O)(=O)C2	.	-14%	1%	1	-8%	-8%	i	0.9	2%	-6.8%
O=C(NCc1ccccc1)C(=O)Nc1nccs1	-0.7%	-2%	0%	1.3	3%	2%	i	0.7	11%	-3.8%
CCOC(=O)N1CCN(S(=O)(=O)c2ccc(OCC)c3ccccc23)CC1	-1.1%	12%	6%	1	-2%	9%	i	0.7	-9%	-7.9%
NC(=O)c1ccc(NC(=O)COc2ccc([N+](=O)[O-])cc2Cl)cc1	-0.7%	12%	2%	1.1	-5%	16%	i	0.7	-9%	-4.5%
Nc1nc2ccccc2n1C(=O)c1ccco1	-4.9%	25%	-6%	1.3	5%	13%	i	0.5	-5%	-3.2%
COC(=O)CNc1nc(-c2ccccc2F)nc2ccccc12	.	8%	9%	1.1	-2%	11%	i	0.6	6%	0.3%
O=[N+]([O-])c1ccc(Sc2nc3ccccc3o2)c([N+](=O)[O-])c1	-0.5%	-50%	0%	0.8	-4%	-65%	i	7.3	-10%	-3.7%
COc1ccccc1N/N=C(\C#N)C(=N)N1CCOCC1	-0.5%	-3%	10%	1	4%	-4%	i	0.1	9%	-6.2%
Cc1ccc(NC(=O)CN(C)C(=O)CSc2nnnn2C)cc1	.	.	3%	.	-3%	.	i	0.5	1%	.
Cc1ccc(NC(=O)c2cc(=O)c3ccccc3o2)cc1S(=O)(=O)N1CCCCC1	-1.3%	-1%	3%	1	2%	0%	i	0.3	-5%	0.2%
CC(C)(C)C(=O)Nc1sc2c(c1C(=O)Nc1ccccn1)CCCC2	1.1%	2%	9%	1.1	0%	0%	i	1.4	31%	-9.4%

Assay outcomes: PubChem BioAssay, several laboratories
